Screens deposited in PubChem by National Center for Advancing Translational Sciences (NCATS).
AT treatment: qHTS Assay for Identifying a Potential Treatment of Ataxia-Telangiectasia; AID 485349, 2010; hit rate 0.19% among 320,000; […] A-T fibroblasts, KAP-1 phosphorylation AlphaLISA; neocarzinostatin DNA damage 30 min before lysis; Potency, µM (titrated, usually from 57.5 µM), inactives show at the highest dose activation, actives largely listed as activators; also: potency is read from the fitted curve at half-maximal effect; % of control where 0% means no effect; nearly all actives have a fitted effect of over 45% in size
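ATM-like activity read as KAP-1 phosphorylation via AlphaLISA donor/acceptor antibody pairs after lysis and 6 hr at 25C. Cells were ATM-null patient fibroblasts ([…], hTERT), dosed 60 min, then exposed to the DSB inducer NCS for 30 min.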
TSHR antagonist: Antagonists of the Thyroid Stimulating Hormone Receptor: HTS campaign. hit rate 0.2% among 330,000. activity change, negative = inhibition, % at 11.5 µM. AID 504810, 2011. TSHR-expressing cells, TSH-stimulated cAMP HTRF, 2 h; hits give low values. Thyrotropin receptor (Homo sapiens), P16473;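 active = activity change below a set negative limit, meaning inhibition stronger than a set level, cut at about -70% in these data; inconclusive = activity change between two set negative limits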; also: % is scaled to controls: 0 for no effect and ±100 for the full control effect
Target sequence (P16473 whole entry, looked up): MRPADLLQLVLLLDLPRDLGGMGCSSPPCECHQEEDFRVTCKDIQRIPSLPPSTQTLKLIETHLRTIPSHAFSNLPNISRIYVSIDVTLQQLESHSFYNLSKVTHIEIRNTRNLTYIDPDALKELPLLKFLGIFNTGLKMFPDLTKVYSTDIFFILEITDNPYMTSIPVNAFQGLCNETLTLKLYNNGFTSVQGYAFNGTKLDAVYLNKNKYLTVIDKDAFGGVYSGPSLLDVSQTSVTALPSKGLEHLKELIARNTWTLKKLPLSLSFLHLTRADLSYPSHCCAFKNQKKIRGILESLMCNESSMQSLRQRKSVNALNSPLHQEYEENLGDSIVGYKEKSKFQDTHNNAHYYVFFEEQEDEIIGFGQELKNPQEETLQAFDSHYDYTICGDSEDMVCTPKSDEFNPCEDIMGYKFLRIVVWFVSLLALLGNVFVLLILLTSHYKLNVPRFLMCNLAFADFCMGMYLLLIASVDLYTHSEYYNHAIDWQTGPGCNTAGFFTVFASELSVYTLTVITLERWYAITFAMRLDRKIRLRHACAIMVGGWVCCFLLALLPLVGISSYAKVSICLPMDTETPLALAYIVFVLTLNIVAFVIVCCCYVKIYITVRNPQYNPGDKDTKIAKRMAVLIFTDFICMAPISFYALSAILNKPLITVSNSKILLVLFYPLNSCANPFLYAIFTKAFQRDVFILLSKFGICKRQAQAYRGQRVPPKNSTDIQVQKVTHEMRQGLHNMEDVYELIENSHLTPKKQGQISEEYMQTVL
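Competitive HTRF cAMP read-out (cryptate anti-cAMP antibody, cAMP-d2; 30 min, room temperature) in freshly harvested TSHR cells. Compounds added before TSH at EC80 (4nM final), followed by 2 hours' incubation at 37 deg C.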
GALK inhibitor: qHTS Assay for Inhibitors of Human Galactokinase (GALK); P51570; Purified GALK, Kinase-Glo residual ATP luminescence; Potency, µM (highest dose often 57.5 µM), for inactives: at the highest dose activity change, negative = inhibition, hits mostly inhibitors; hit rate 0.007% among 270,000; AID 1868, 2009; also: potency is read from the fitted curve at half-maximal effect; % is scaled to controls: 0 for no effect and ±100 for the full control effect
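Galactose (100 uM) and ATP (35 uM) were turned over by 5 nM GALK for 1 h at RT. Kinase-Glo Plus then converted the remaining ATP into a luminescent signal.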
TCR activator: Activators of T cell receptors: qHTS campaign; AID 504894, 2011; primary human leukocytes, anti-CD3, IL-2 HTRF, 48 h; Potency, µM (top dose mostly 9.22 µM), inactives show top-dose activation of IL-2 secretion, hits mostly activators; 330,000 tested, under 10 active; also: % of control where 0% means no effect
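Primary human leukocytes receive a-CD3 beads and test compound and are incubated 48 hr. Secreted IL-2 is then assayed by HTRF, measuring 665nm acceptor emission after 320nm excitation of the europium donor.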
hERG WT inh: qHTS for Inhibitors of KCHN2 3.1: Wildtype qHTS; Voltage-gated inwardly rectifying potassium channel KCNH2 (Homo sapiens), Q12809; U2OS, BacMam KCNH2, thallium flux FluxOr; hits give low values; activity change, % at 1.84 µM; hit rate 0.37% among 340,000; AID 720551, 2013;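 active = maximum activity change below -70%; inconclusive = maximum activity change between -70% and -50%; inactive = maximum activity change above -50%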; also: % is scaled to controls: 0 for no effect and ±100 for the full control effect
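U2OS cells were transduced with wild-type KCNH2 virus (2.03 x 10^8 / mL) for 4 h at room temperature, then cultured overnight at 37 C. Thallium flux was read with FluxOr dye. Rate constants were normalized to DMSO controls.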
Tb PFK block: qHTS Assay to Find Inhibitors of T. brucei phosphofructokinase; T. brucei PFK, ADP-Glo luminescence; Potency, µM (series often up to 57.5 µM), without a hit: at the top dose activity, negative = inhibition, most hits filed as inhibitors; hit rate 0.17% among 330,000; AID 485367, 2010;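 also: potency is read from the fitted curve at half-maximal effect; 0% = uninhibited 1x PFK enzyme wells and -100% = no-enzyme wells; nearly all actives have a fitted effect of over 60% in size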
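ADP-Glo luminescence quantified ADP after 45 min at room temperature, with 1.25 nM T. brucei PFK, 0.1 mM ATP and 0.5 mM fructose-6-phosphate in pH 8.0 TEA buffer. qHTS titrations up to 57 µM; curves classified by quality.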
CXXC DNA block: qHTS Fluorescence Polarization Assay for Inhibitors of MLL CXXC domain - DNA interaction. hit rate 0.037% among 290,000. Potency, µM (doses to about 115 µM), for inactives: top-dose activity change, negative = inhibition, actives largely listed as inhibitors. MLL-CXXC / FITC-HOXA9 DNA fluorescence polarization; active = well fitted inhibition curve with a large enough effect in the polarisation, with a control signal flat, not every such curve was filed as active; inconclusive = small, poorly fitted or top-dose-only effect, or effect the other way, or a change in a side signal; inactive = no such curve, though single readings can be large or run the other way; the % refers to the polarisation; also: potency is read from the fitted curve at half-maximal effect
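Purified MLL-CXXC (added from a 7 uM solution) was preincubated 5 min at ambient with pinned compounds in 50 mM Tris-HCl pH 7.5, 50 mM NaCl, 1 mM DTT, 0.05% BSA. Fluorescein-labeled HOX-A9 DNA (50 nM solution) followed, 30 min, then polarization read.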
Chronic BCR inh: qHTS Assay to Find Inhibitors of Chronic Active B-Cell Receptor Signaling; hit rate 0.05% among 340,000; ABC-DLBCL IkBa-CBG/CBR reporter, luminescence ratio, 4 h; Potency, µM (titrated, usually from 46.1 µM), inactives show top-dose ratio change, negative = lower green/red ratio, most hits filed as inhibitors; active = well fitted inhibition curve with a large enough effect in the signal ratio, with a control signal flat, not every such curve was filed as active; inconclusive = small, poorly fitted or top-dose-only effect, or effect the other way, or a change in a side signal; the % refers to the signal ratio;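 also: potency is read from the fitted curve at half-maximal effect; plate controls were basal doxycycline-induced cells for no effect and cells given 10 µM MG132 for full effect; MG132 reads +100%, hits lower the ratio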
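TMD8 human ABC-DLBCL cells with doxycycline-inducible IκBα–green luciferase fusion and unfused red luciferase, in 0.5% FBS medium; compounds up to 46 uM, 4 h at 37C. Green/red luminescence ratio, filter-overlap corrected, fitted to concentration-response curves.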
FBPA coupling cs: qHTS Assay for Inhibitors of Fructose-1,6-bisphosphate Aldolase from Giardia Lamblia: Coupling assay counterscreen. coupling enzyme system counterscreen, AmpLite Red fluorescence. activity change, negative = inhibition, % at 58.2 µM, hits read low. hit rate 0.67% among 290,000; in the data active = activity change below about -30%; also: % is scaled to controls: 0 for no effect and ±100 for the full control effect
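Fluorescence at 525 nm excitation and 598 nm emission measured inhibition of the coupled detection system without aldolase. Compounds (at 57.5 uM final) were preincubated 10 min at room temperature with coupling enzyme reagent before a 20 min substrate/AmpLite Red step.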
Giardia kill: Small Molecules that selectively kill Giardia lamblia: qHTS | Giardia lamblia trophozoite viability | activity change, % at 7.66 µM, hits read low | hit rate 0.15% among 340,000 | AID 540267, 2011; in the data active = activity change below about -80%; inconclusive = between about -30% and that limit;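 also: parasites exposed to compound for two days anaerobically before the ATP read; % is scaled to controls: 0 for no effect and ±100 for the full control effect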
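Viability, read as ATP luminescence: trophozoites at 100 cells/well, compound added, 48 hrs anaerobic at 37 deg C, then 15-30 min room-temperature development before reading.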
The depositor's hits bear a star; u = inconclusive; x = no result given; & = joins results of further samples; [ ] = remark or other dose. Unless noted, calls follow the shape of the dose curve; as a rule, active = well fitted curve in the direction sought with a large enough effect; inconclusive = small, poorly fitted or top-dose-only effect, or another doubt; inactive = no such curve, though single readings can be large; an effect the other way counts as inactive or inconclusive. An excerpt, so the mix of outcomes need not match the whole.

item	structure	hERG WT inh	Chronic BCR inh	Tb PFK block	TSHR antagonist	FBPA coupling cs	CXXC DNA block	AT treatment	Giardia kill	TCR activator	GALK inhibitor
1	Cc1cccc(-n2c(-c3ccco3)nc3ccccc3c2=O)c1C	12.3	3.8%	4.8%	68.6	3.4	-2.8%	18.2%	-17.3	-2.0%	-0.5%
2	NC1=Nc2cccc3cccc1c23	2.4	u	6.6%	-9.2	-24.7	4.0%	9.7%	-3.9	11.8%	-0.4%
3	Cc1nccc2c1[nH]c1ccc(Br)cc12	6.5	u	-5.1%	0.1	x	x	10.3%	-14.9	5.4%	x
4	CCOc1ccc([N+](=O)[O-])cc1CNCCc1ccccc1	0.3	0.1%	-2.1%	1.1	1.2	-3.3%	-0.3%	1.9	-0.8%	9.0%
5	COc1ccc(N2C(=O)/C(=C/C=C/c3ccccc3[N+](=O)[O-])C(=O)NC2=S)cc1	0.6	7.6%	25.6%	5.0	3.4	4.2%	-2.4%	-13.9	-4.6%	2.5%
6	CCc1cc2c(s1)N(CC(=O)OC)C(=O)CN=C2c1ccccc1OC	7.8	u	0.1%	2.2	0.9	-1.0%	2.7%	u	9.5%	9.6%
7	Clc1ccc(Cn2ccnc2)cn1	-0.4	1.4%	-0.3%	16.5	-4.7	12.1%	4.1%	3.3	1.1%	0.2%
8	Cc1cccc(OCC(=O)N2CCN(Cc3cccnc3)CC2)c1	3.2	u	-1.6%	-0.3	-0.4	-8.6%	-0.1%	-17.8	x	0.6%
9	CCn1c(O)c(/C=N/NC(=O)c2ccccc2)c(=O)n(CC)c1=S	-20.2	u	-4.5%	-9.5	7.0	u	-14.6%	3.3	1.4%	1.7%
10	Cc1cccc(OC(=O)N2CCOCC2)c1	-11.1	-5.9%	-3.1%	11.8	-2.8	-2.9%	x	-1.3	-2.0%	1.1%
11	N#C/C(=C(/O)c1ccc(S(=O)(=O)N(CCCl)CCCl)cc1)c1nc2ccccc2[nH]1	1.8	-6.1%	4.2%	-13.1	5.2	1.0%	-4.2%	13.6	-5.1%	0.2%
12	O=c1cccc2n1CC1CC2CN(Cc2c(Cl)cccc2Cl)C1 (configuration not stated)	9.7	-10.1%	0.7%	-9.2	0.2	-6.3%	8.8%	3.1	-3.7%	-1.8%
13	CCC(=NCc1cc(OC)cc(OC)c1)c1c(O)[nH]c(=O)[nH]c1=O	-25.8	u	-4.1%	6.5	1.3	-13.2%	-6.1%	3.6	0.2%	x
14	Cc1c(NC(NC(=O)CF)C(Cl)(Cl)Cl)c(=O)n(-c2ccccc2)n1C (configuration not stated)	6.4	-1.2%	-3.3%	2.6	-0.2	2.6%	-6.4%	-6.8	-41.0%	-0.9%
15	C=C(C)C(Cc1c(OC)ccc(C(=O)/C=C/c2ccc(O)cc2)c1O)OO (configuration not stated)	-0.4	u	-4.6%	-40.2	x	x	4.4%	-20.2	7.1%	x
16	Cc1ccc(C)c(OCC(=O)N2CCCN(C)CC2)c1	-4.5	u	7.8%	2.6	1.9	-0.1%	0.9%	2.5	-7.3%[46.1 µM]	0.2%
17	CCCCC(=O)N/N=C/c1c(O)n(CCc2ccc(OC)c(OC)c2)c(=O)[nH]c1=O	5.6	2.2%	-4.4%	-4.1	-1.2	11.1%	3.2%	-4.7	4.7%[46.1 µM]	1.5%
18	CC(=O)N1N=C2C3CCN(CC3)C2C1c1ccc(Br)cc1 (configuration not stated)	2.9	-0.1%	1.3%	-6.6	-0.3	4.1%	11.5%	0.7	0.8%	0.6%
19	CCc1ccc(N2C(=O)CC(=O)NC2=O)cc1	6.2	2.8%	1.9%	2.3	0.6	-2.5%	0.1%	u	-3.5%	-5.1%
20	COc1ccc(C2C([N+](=O)[O-])=C(N)Oc3c2c(=O)oc2ccccc32)cc1 (configuration not stated)	x	u	-1.8%	-10.7	0.1	0.7%	-1.9%	x	-2.5%[46.1 µM]	-0.6%
21	CCN(CC)CCN/N=C(\C)c1c(O)[nH]c(=O)[nH]c1=O	-5.5	-3.5%	0.0%	31.2	-3.1	-2.1%	-1.5%	17.3	0.7%	x
22	CN(C)Cc1c[nH]c2ccccc12	-4.0	-14.6%	-9.4%	15.8	4.0&-0.7	x	16.5%	-20.5	-1.2%	x
23	COC(=O)C1=C(c2ccc(F)cc2OCc2ccccc2)C[C@@H]2CC[C@H]1N2C(=O)NCCN1CCOCC1	-0.8	-0.1%	0.5%	2.8	x	x	-13.2%	12.3	0.0%	x
24	CC(C)OP(=O)(OC(C)C)C(NCc1ccccc1)c1ccccc1 (configuration not stated)	-12.5	0.3%	-9.0%	6.9	-2.6	-1.1%	-0.3%	20.2	-0.1%	2.8%
25	Cc1ccc(-c2cc(-c3ccc(C)cc3)[n+](-c3ccccc3)c(-c3ccc(C)cc3)c2)cc1	-35.7	u	-8.4%	u	x	x	3.5%	3.0	-1.7%	x
26	COc1ccc2c(C)c(CCC(=O)N3C[C@H]4C[C@@H](C3)c3cccc(=O)n3C4)c(=O)oc2c1	0.7	1.7%	-0.9%	-5.3	0.1	-2.7%	-10.4%	-26.6	5.9%	x
27	O=C(NC(C(Cl)Cl)N1CCOCC1)c1ccccc1 (configuration not stated)	2.4	-8.5%	5.1%	24.3	-0.3	5.2%	6.0%	8.3	5.5%	-3.1%
28	COc1cccc(O)c1CN1CCCC(C(=O)c2ccccc2SC)C1 (configuration not stated)	15.4	u	1.1%	18.7	2.8	-0.8%	3.5%	18.8	-6.8%	5.1%
29	COC(=O)C(O)(c1ccc(N(C)S(=O)(=O)c2ccccc2)cc1)C(F)(F)F (configuration not stated)	1.8	0.5%	-10.1%	-11.7	0.4	-1.7%	17.7%	-2.9	-8.4%	0.0%
30	O=c1cccc2n1CC1CC2CN(c2ncnc3c2cnn3-c2ccc(Cl)cc2)C1 (configuration not stated)	-5.5	-1.0%	2.1%	-5.6	1.4	1.1%	1.1%	11.6	0.6%	7.9%
31	COc1ccc(CN2C(=O)NC(=O)/C(=C/c3ccoc3)C2=O)cc1	-1.5	3.3%	-21.4%	-5.5	-0.3	-6.6%	-7.0%	-4.6	-13.2%	-1.3%
32	CC(=O)OC1C2CCC1C(N1CCCCC1)CC2 (configuration not stated)	3.1	-3.4%	1.1%	-0.2	-1.1	10.9%	-2.8%	-6.7	-3.4%	0.6%
33	O=c1[nH]c(=S)n(-c2ccc(Cl)cc2)c(O)c1/C=N/N1CCOCC1	-4.0	u	-3.9%	-6.0	3.1	0.8%	-2.7%	-10.9	3.6%	-0.6%
34	O=C(COC(=O)Cc1ccccc1)Nc1nnc(-c2ccccc2)o1	-3.3	u	15.8%	9.8	x	x	2.4%	-4.8	-0.7%	x
35	O=c1[nH]c(O)c(/C=C2/C=CC(c3cc(Cl)ccc3Cl)=N2)c(=O)[nH]1	-5.3	1.7%	-4.2%	-7.8	-2.4	-4.4%	-2.2%	0.1	3.6%	-23.5%
36	CCC(=NCc1ccco1)c1c(O)n(-c2ccc(Cl)cc2)c(=O)[nH]c1=O	-3.2	6.3%	-3.9%	3.5	2.7	2.4%	2.9%	11.4	-4.2%	0.3%
37	CCCn1cc(CN2CCCC(C(=O)c3cccc(OC)c3)C2)c(C)n1 (configuration not stated)	9.8	u	-2.7%	-6.8	1.4	-0.9%	5.8%[11.5 µM]	34.4[activator]	-0.2%	3.5%
38	CN(C)P1(N(C)C)=Nc2c(c(N)nn2C)C(c2ccccc2)=N1	-4.5&8.9	-1.9%	-3.7%	-7.0	1.2	-8.4%	7.6%	31.8&2.5[activator]	2.9%&5.1%	-0.8%
39	CCC(c1ccc(C)cc1)N1C(=O)C2C3CCC(O3)C2C1=O (configuration not stated)	0.6	3.0%	-0.4%	2.9	x	x	-5.7%	17.3	-4.2%	x
40	Clc1cccc(N2CCNCC2)c1	-7.4	-6.4%	-17.4%	-0.1	-0.7	4.9%	2.4%	-10.6	5.3%	x
41	C/C(=N\NC(=O)c1ccc2ccccc2c1)c1cccs1	-2.7	u	-3.1%	0.4	x	7.7%	6.1%	-1.6	-6.0%	-0.4%
